Source: PubChem (The Scripps Research Institute Molecular Screening Center)
PAFAH1B2 inh: PAFAH1B2 enzyme inhibitors, primary screen, biochemical, fluorescence polarization, human; inhibition, % at 3.39 µM; recombinant PAFAH1B2, FP-rhodamine activity probe; Platelet-activating factor acetylhydrolase IB subunit alpha2 (Homo sapiens), P68402; actives 1.2% (n = 340,000);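 active = inhibition above the mean of all tested compounds plus 3 SD, cut at about 24% in these data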;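 also: 0% = enzyme with DMSO and 100% = wells lacking PAFAH1B2; many of its hits are not listed in these tables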
Target sequence (P68402 whole entry, looked up): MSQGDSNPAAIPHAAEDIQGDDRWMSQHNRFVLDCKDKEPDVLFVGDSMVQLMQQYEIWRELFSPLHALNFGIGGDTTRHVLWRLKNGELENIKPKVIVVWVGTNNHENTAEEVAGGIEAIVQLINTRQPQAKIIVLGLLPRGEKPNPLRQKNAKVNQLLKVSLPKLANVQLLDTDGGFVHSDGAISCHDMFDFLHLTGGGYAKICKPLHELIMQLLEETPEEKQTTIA
PAFAH2 inh: PAFAH2 enzyme inhibitors, primary screen, biochemical, fluorescence polarization, human. recombinant PAFAH2, FP-rhodamine activity probe. inhibition, % at 3.39 µM. actives 0.99% (n = 340,000). AID 492956, 2010;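 active = inhibition above the mean over all tested compounds plus 3 SD, cut at about 30% in these data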;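 also: inhibitors block probe labeling of enzyme so polarization drops; 0% = enzyme with DMSO and 100% = wells lacking PAFAH2 protein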
PAFAH1B3 inh: PAFAH1B3 enzyme inhibitors, primary screen, biochemical, fluorescence polarization, human | inhibition, % at 3.39 µM | AID 492972, 2010 | recombinant PAFAH1B3, FP-rhodamine probe | actives 0.28% (n = 340,000) | Platelet-activating factor acetylhydrolase IB subunit alpha1 (Homo sapiens), Q15102;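 active = inhibition above the screen-wide average of all tested compounds plus 3 SD, cut at about 25% in these data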;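 also: 0% = enzyme with DMSO only and 100% = wells lacking PAFAH1B3 protein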
Target sequence (Q15102 whole entry, looked up): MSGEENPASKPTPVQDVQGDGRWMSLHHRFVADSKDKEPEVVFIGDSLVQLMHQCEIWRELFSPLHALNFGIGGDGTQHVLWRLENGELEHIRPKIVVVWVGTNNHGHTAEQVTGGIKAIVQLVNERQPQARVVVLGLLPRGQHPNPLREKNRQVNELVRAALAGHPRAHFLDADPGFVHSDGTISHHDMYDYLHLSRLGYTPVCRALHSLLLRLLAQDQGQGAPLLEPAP
Numbers without * were called inactive. Only part of the results is shown; count on the stated rates, not on these rows.

Screens in order – PAFAH1B2 inh	PAFAH2 inh	PAFAH1B3 inh
Cc1ccc(S(=O)(=O)N2CCN(CC(=O)Nc3ccccc3C(=O)NC3CC3)CC2)cc1
    3	5	4
CCCCn1c(N)c(N(Cc2ccccc2OC)C(=O)CCSC)c(=O)[nH]c1=O
    8	0	2
CCOC(=O)COc1cc(OCC(=O)OCC)c2c3c(c(=O)oc2c1)CCCC3
    8	-5	-2
COc1cc2c(cc1OC)C(c1cccc(Cl)c1Cl)CC(=O)N2 (stereo not drawn)
    3	-7	8
Cc1ccc2cc(/C=N/Nc3nc4ccccc4[nH]3)c(Cl)nc2c1
    1	-3	9
COc1cc(C2C3=C(COC3=O)Oc3cc4c(cc32)OCO4)ccc1O (stereo not drawn)
    2	2	11
O=[N+]([O-])c1cccc(S(=O)(=O)Nc2cccc(-c3ccc(N4CCCC4)nn3)c2)c1
    0	6	4
Cc1cn([C@H]2C[C@H](O)[C@@H](CCC(=O)NCc3ccccc3)O2)c(=O)[nH]c1=O
    2	2	7
CCC1(C)COC(c2ccc3c(c2)OCO3)OC1 (stereo not drawn)
    1	4	5
Cc1ccc(NC(=O)c2cc3ccccc3o2)cc1Cl
    -5	-8	-2
O=C(CNC(=O)c1cc(S(=O)(=O)N2CCOCC2)ccc1N1CCCC1)Nc1ccc(F)c(F)c1
    -4	-3	-2
Cc1[nH]c(=O)n(C(C)C)c(=O)c1Br
    0	2	15
CCCCC(CC)c1nnc(NC(=O)c2cccs2)s1 (stereo not drawn)
    27*	7	15
Cc1cccc(NC(=O)CN(CC2CCCO2)C(=O)c2cc3ccccc3o2)c1C (stereo not drawn)
    -1	-1	6
O=C(O)CC1CCC1CC(=O)O (stereo not drawn)
    2	5	6
CCOc1ccccc1N1CCN(C(=O)c2cc3ccccc3cc2OC)CC1
    4	5	7
CC(C)Oc1ccc(CNC(=O)Oc2ccccc2)cc1
    12	0	0
CC(=O)Nc1ccc(Nc2ncnc3c2nnn3Cc2ccccc2Cl)cc1
    -1	11	6
COc1cccc(/C=C2/CCC(CN(C)C)C2=O)c1 (stereo not drawn)
    1	0	6
CCc1nn(CC(=O)N2CCN(Cc3ccc4c(c3)OCO4)CC2)c(=O)c2cc3occc3n12
    4	2	-6
CCCCn1c(N)c(N(CC(C)C)C(=O)c2cc(Br)c(Br)s2)c(=O)[nH]c1=O
    -3	6	-1
CC(=O)Nc1ccc(CCNC(=O)c2ccc3ccccc3c2O)cc1
    -7	2	6
COC(=O)C1OCOC2C(C(=O)OC)OCOC12 (stereo not drawn)
    1	1	-2
CN(CCc1ccccc1)C(=O)c1cccc(NC(=O)Cc2cccc(NC(=O)C3CCCN(C(=O)C4CC4)C3)c2)c1 (stereo not drawn)
    5	-13	9
CCC(=O)Nc1ccc(-c2nc3ccccc3c(=O)o2)cc1
    7	3	-6
CN(C)c1ccc(N=C/C=C2/N(C)c3ccccc3C2(C)C)cc1
    1	-4	3
O=C(O)c1cccc2cccc(-c3c4ccc(=O)c(O)c-4oc4c(O)c(O)ccc34)c12
    62*	69*	66*
Cc1cc2nc3c(=O)n(C4CCCCC4)c(=O)[nH]c3nc2cc1N
    4	20	5
CC(C)(C)OC(=O)N1CCC(C(=O)Nc2cccc(C(=O)N3CCCC3)c2)CC1
    5	-3	9
COc1cc2ccccc2cc1C(=O)Nc1ccccc1C
    -2	-4	8

In the list so far, these have bromine:
Screens in order – PAFAH1B2 inh	PAFAH2 inh	PAFAH1B3 inh
Cc1[nH]c(=O)n(C(C)C)c(=O)c1Br
    0	2	15
CCCCn1c(N)c(N(CC(C)C)C(=O)c2cc(Br)c(Br)s2)c(=O)[nH]c1=O
    -3	6	-1

Additional compounds:
Screens in order – PAFAH1B2 inh	PAFAH2 inh	PAFAH1B3 inh
N#Cc1ccc(-c2csc(NC3=NCCCCC3)n2)cc1
    1	-1	1
Cc1c(C#N)c(O)n(C)c(=O)c1N=Nc1ccc(S(N)(=O)=O)cc1
    4	0	-3
CC(=O)NC(=S)Nc1sc2c(c1C#N)CCCCC2
    23	2	0
O=C1Cc2ccccc2C(=O)N1Nc1ccccc1
    2	6	12
Cc1ccc(O)c(CNc2nc3ccccc3[nH]2)c1
    0	12	14
Cc1occc1-c1nnc(SC(C)C(=O)Nc2ccccc2F)o1 (stereo not drawn)
    9	4	8
Oc1ccc(/C=N/N(Cc2ccccc2)c2ccccc2)c(O)c1O
    -9	-1	-2
O=C(O)C(Cc1ccccc1N(CCO)CCO)N1C(=O)c2ccccc2C1=O (stereo not drawn)
    8	-5	10
S=c1[nH]nc(CSCc2ccccc2Cl)n1C1CCCCC1
    7	5	10
COc1cccc(N2CCN(CC(=O)NC(C)c3ccccc3)CC2)c1 (stereo not drawn)
    2	1	1
Nc1ccc2ccccc2c1[N+](=O)[O-]
    7	7	10
COc1ccccc1C(=O)NCCC(=O)N1CCN(S(=O)(=O)c2ccccc2C(F)(F)F)CC1
    6	1	-3
CCOC(=O)c1c(NC(=O)COC(=O)CCCOc2ccc(OC)cc2)sc(C(=O)N(C)C)c1C
    -1	7	-1
COc1cc(/C=N\NC(=O)c2ccc(-c3ccccc3)cc2)cc(OC)c1OC(C)=O
    6	-12	21
COc1ccc(B(O)O)c(CN2CCN(C(=O)OC(C)(C)C)CC2)c1
    4	0	4
Nc1nc(NCCOCCO)nc(NCc2ccccc2)c1[N+](=O)[O-]
    4	1	-1
COc1cc(C(=O)Oc2ccccc2OC(=O)c2cc(OC)c(OC)c(OC)c2)cc(OC)c1OC
    -2	-2	11
O=[N+]([O-])c1ccc(NN=Cc2cccc(O)c2)nc1
    1	7	3
COC(C[C@@H]1O[C@@H]1C(=O)COCc1ccccc1)OC
    8	-1	-1
CCOC(=O)c1c(C)[nH]c(-c2csc(N)n2)c1C
    6	12	14
Cc1ccc[n+](CC(=O)c2ccc(Br)cc2)c1
    3	9	5
CCOC(=O)c1c(NC(=O)CN2CCN(c3cccc(Cl)c3)CC2)sc(C)c1C
    11	-3	8
OCC(O)C(O)C(O)c1cnn(-c2ccccc2)n1 (stereo not drawn)
    5	12	2
O=C1NC(c2cccc(OCc3ccccc3)c2)Nc2ccccc21 (stereo not drawn)
    6	3	4
CN(C)c1ccc(C(c2nnnn2CCOC(=O)Nc2ccc(Cl)cc2)N2CCOCC2)cc1 (stereo not drawn)
    14	0	6
CN(CCc1ccccc1)C(=O)c1ccc(NC(=O)Cc2ccc(NC(=O)C3CCN(S(=O)(=O)c4cccc([N+](=O)[O-])c4)CC3)cc2)cc1
    -11	-27	-13
CC(C)Oc1ccc(S(=O)(=O)N2CCOCC2)cc1NC(=O)CCCSc1ccccc1
    8	5	6
O=C(COC(=O)c1ccc(F)cc1F)Nc1cccc(S(=O)(=O)N2CCOCC2)c1
    3	34*	-8
Cc1ccc(S(=O)(=O)N2CCN(C(=O)COC(=O)/C=C/c3ccc(C(F)(F)F)cc3)CC2)c(C)c1
    -4	1	8
O=C(COC(=O)c1ccc(S(=O)(=O)N2CCCCC2)cc1)NCc1ccc(F)cc1
    0	1	-15

(list continues)
Screens in order – PAFAH1B2 inh	PAFAH2 inh	PAFAH1B3 inh
CCN(Cc1nc2ccccc2c(=O)[nH]1)C(=O)c1cccc(NC(=O)c2cccs2)c1
    0	0	0
O=C(O)C1=CCCc2ccc(F)cc21
    1	4	3
O=[N+]([O-])c1ccccc1N(S(=O)(=O)c1ccccc1)S(=O)(=O)c1ccccc1
    2	4	-2
NC(=O)C1CCCN(C(=O)CN2C(=O)NC(c3ccccc3)(c3ccccc3)C2=O)C1 (stereo not drawn)
    0	-1	6
Cc1cnc(C(=O)Nc2ccc(C)c(S(=O)(=O)N3CCCCCC3)c2)cn1
    5	3	9
CC(C)CCN1C(=O)c2ccc(C(=O)Nc3ccccc3C(=O)O)cc2C1=O
    2	40*	1
Cc1cccc(C(=O)NCN2CCN(c3ccccc3C#N)CC2)c1
    -1	-3	6
COc1cc2cncc(Cc3ccccc3)c2cc1O
    5	3	10
COc1cccc2c1C(CCCC(=O)O)CCC2 (stereo not drawn)
    7	0	-6
O=C(O)c1ccc(NC2=C/C(=N/S(=O)(=O)c3ccccc3)c3ccccc3C2=O)cc1
    30*	48*	63*
COc1ccc2c(c1C)CCC(C)(C#N)C2=O (stereo not drawn)
    2	0	0
N#C/C(=C/c1ccc(-c2ccc([N+](=O)[O-])cc2)o1)C(=O)Nc1nc(-c2cccs2)cs1
    -7	6	-4
O=[N+]([O-])c1ccc2c(c1)Cc1cc(F)ccc1-2
    5	-4	10
N#Cc1ccc(NC(=O)Nc2cccc(C#N)c2)cc1
    3	1	0
CN(C)S(=O)(=O)c1ccc(N)c([N+](=O)[O-])c1
    7	9	0
COc1cc(OC)cc(C(=O)N(Cc2ccco2)c2c(N)n(Cc3ccccc3)c(=O)[nH]c2=O)c1
    11	3	11
C/C(=N\NC(=O)c1cccc2ccccc12)c1ccccn1
    4	0	3
O=C(Nc1ccc(OC(F)(F)F)cc1)C1CCCCN1S(=O)(=O)c1ccccc1 (stereo not drawn)
    4	0	6
O=C(NCC(=O)N1CCc2ccccc2C1)c1ccccc1Cl
    1	3	3
Cc1ccc(-c2ccc(=O)n(Cc3cc(C)ccc3C)n2)cc1
    1	4	5
Fc1cccc(F)c1[B-](F)(F)F
    8	-6	3
CCN(C(=O)COC(=O)CSc1ccc(C)cc1C)c1c(N)n(Cc2ccccc2)c(=O)[nH]c1=O
    14	3	4
OCCCNc1ncnc2[nH]ncc12
    3	3	1
COc1ccc(/C=C/C(=O)O)cc1S(=O)(=O)N1CCc2ccccc21
    2	2	-1

14 entries out of the list, arranged by number of heavy atoms, rising.
Screens in order – PAFAH1B2 inh	PAFAH2 inh	PAFAH1B3 inh
Fc1cccc(F)c1[B-](F)(F)F
    8	-6	3
OCCCNc1ncnc2[nH]ncc12
    3	3	1
CN(C)S(=O)(=O)c1ccc(N)c([N+](=O)[O-])c1
    7	9	0
COc1ccc2c(c1C)CCC(C)(C#N)C2=O (stereo not drawn)
    2	0	0
COc1cccc2c1C(CCCC(=O)O)CCC2 (stereo not drawn)
    7	0	-6
N#Cc1ccc(NC(=O)Nc2cccc(C#N)c2)cc1
    3	1	0
C/C(=N\NC(=O)c1cccc2ccccc12)c1ccccn1
    4	0	3
Cc1ccc(-c2ccc(=O)n(Cc3cc(C)ccc3C)n2)cc1
    1	4	5
COc1ccc(/C=C/C(=O)O)cc1S(=O)(=O)N1CCc2ccccc21
    2	2	-1
Cc1cnc(C(=O)Nc2ccc(C)c(S(=O)(=O)N3CCCCCC3)c2)cn1
    5	3	9
CC(C)CCN1C(=O)c2ccc(C(=O)Nc3ccccc3C(=O)O)cc2C1=O
    2	40*	1
O=C(Nc1ccc(OC(F)(F)F)cc1)C1CCCCN1S(=O)(=O)c1ccccc1 (stereo not drawn)
    4	0	6
N#C/C(=C/c1ccc(-c2ccc([N+](=O)[O-])cc2)o1)C(=O)Nc1nc(-c2cccs2)cs1
    -7	6	-4
COc1cc(OC)cc(C(=O)N(Cc2ccco2)c2c(N)n(Cc3ccccc3)c(=O)[nH]c2=O)c1
    11	3	11

One compound at a time (already shown). Order of screens: PAFAH1B2 inh	PAFAH2 inh	PAFAH1B3 inh
Shown for `N#Cc1ccc(NC(=O)Nc2cccc(C#N)c2)cc1` : 3	1	0
Shown for `CN(C)S(=O)(=O)c1ccc(N)c([N+](=O)[O-])c1` : 7	9	0
